# Bioassay records from PubChem.
# Myeloid diff 2: compounds promoting myeloid differentiation; calls only at 10 µM; AID 624256; ER-HoxA9 myeloid progenitors, lysozyme-GFP differentiation, flow cytometry; 360,000 tested, 1% active;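 active = normalized GFP-positive differentiation at or above the plate's own cutoff, the solvent-only control mean plus 3 SD; inconclusive = no clear call, values can overlap the other calls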;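 note: cells exposed to compound for four days before flow analysis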
# TNAP activators: stimulation of alkaline phosphatase TNAP activity – biochemical, luminescent, no phosphate acceptor, uHTS, primary screen (AID 1001); purified TNAP, luminescent activation assay, no phosphate acceptor; higher activation fold means a stronger effect; activation fold at 20 µM, or EC50 in µM where a hit was titrated; 200,000 tested, 0.03% active; in the data active = activation fold from about 3, or a potency from the dose series; inactive = the rest, 99 in 100 with activation fold below about 1.6; note: many of its hits are not listed in these tables
# NTR1 agonist: NTR1-driven beta-arrestin-GFP spot formation – imaging, U2OS cells, high content, primary screen (AID 493036). P30989. agonist mode. activation, % at 20 µM. 330,000 tested, 0.17% active;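 active = activation at or above 40% of the spot to cytoplasm intensity ratio, with at least 20 cells analyzed; inconclusive = wells under 20 cells, flagged as cytotoxic or low count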;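 note: 0% = DMSO without peptide and 100% = 100 nM NTR1 peptide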
# Target sequence (P30989 whole entry, looked up): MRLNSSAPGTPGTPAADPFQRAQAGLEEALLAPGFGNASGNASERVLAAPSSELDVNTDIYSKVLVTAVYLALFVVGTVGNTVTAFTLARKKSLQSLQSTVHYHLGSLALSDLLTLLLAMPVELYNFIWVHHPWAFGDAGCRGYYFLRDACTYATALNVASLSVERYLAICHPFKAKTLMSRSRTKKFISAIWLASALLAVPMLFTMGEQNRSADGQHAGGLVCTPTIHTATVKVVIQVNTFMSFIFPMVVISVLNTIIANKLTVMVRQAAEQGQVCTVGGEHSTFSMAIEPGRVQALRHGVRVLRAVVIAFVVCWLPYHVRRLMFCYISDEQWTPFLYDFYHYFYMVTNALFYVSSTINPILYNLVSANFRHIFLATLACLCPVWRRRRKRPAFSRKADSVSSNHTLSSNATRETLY
# T cell modulator: T cell immune modulation candidate | 330,000 tested, 0.068% active | 2C CD8+ T cell-vesicle binding, flow cytometry; hits give low values | calls only at 7 µM;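 active = response, share of CD8 T cells binding vesicles, and their 90th percentile fluorescence all below set limits, cut at about 80% in these data, passing the limit was not always enough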
#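 Material: 2C TCR transgenic mouse naive CD8+ T cells, MACS-purified. Also added: QL9-charged Drosophila Ld/ICAM-1/B7-1 vesicles. Timing: binding 1.5 h at 37 °C. Measured by: high-throughput flow cytometry with anti-B7-1 and anti-CD8 staining. Read-out: percent CD8+ FL2 mean versus row control. Controls: Unloaded micro-vesicles (low), QL9 vesicles with 0.7% DMSO (high).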
# Salmonella PhoP GFP: PhoP-dependent GFP reporter repression – Salmonella Typhimurium, primary screen (AID 1863); S. Typhimurium PhoP-regulated promoter GFP reporter, 4 h; higher % means a stronger effect; inhibition, % at 50 µM, or IC50 in µM where a hit was titrated; 300,000 tested, 0.16% active;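 active = inhibition over 29.93%, a cutoff 3 SD above the screen mean, later confirmed by dose response; inconclusive = inhibition over 29.93% but no dose response follow-up; inactive = inhibition at most 29.93% or unconfirmed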;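 note: 0% = low Mg2+ inducing control and 100% = high Mg2+ repressing control; strong numbers were not always called active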
# RSV CPE inhibition: inhibition of RSV-induced cytopathic effect – HEp-2 cells, primary 10 µM value included (AID 2391). HEp-2 cells, RSV-induced CPE inhibition; higher % means a stronger effect. CPE inhibition, % at 10 µM; hits with a dose series show IC50 in µM. 310,000 tested, 0.13% active; in the data active = a potency from the dose series; inconclusive = CPE inhibition mostly from about 23% at the one dose, without a potency; inactive = the rest, 99 in 100 with CPE inhibition below about 21%; note: strong numbers were not always called active
# Large T inhibition: TAg ATPase/helicase activity blockers – biochemical (AID 1903) | SV40 large T antigen ATPase/helicase inhibition assay; higher % means a stronger effect | one-dose inhibition, % at 20 µM; IC50 in µM for titrated hits | 310,000 tested, 0.39% active; in the data active = a potency from the dose series; inconclusive = inhibition mostly from about 32% at the one dose, without a potency; inactive = the rest, 99 in 100 with inhibition below about 32%; note: strong numbers were not always called active
# K1F lysis inhibition: protection from phage-mediated lysis, alamar blue read-out – E. coli UTI89, K1F phage, bacterial capsule biogenesis inhibitors (AID 488966). E. coli UTI89 K1F phage lysis, alamar blue, 2 h; higher % means a stronger effect. one-dose inhibition, % at 100 µM; IC50 in µM for titrated hits. 340,000 tested, 0.02% active;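 active = phage lysis inhibition, versus mean bacterial control, above a set limit; inconclusive = no clear call, values can overlap the other calls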;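 note: capsule biogenesis inhibitors block K1F phage lysis so surviving cells raise fluorescence; higher fluorescence means more inhibition of phage lysis; actives were called in the ten point dose series up to 300 µM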
# MgcRacGAP inhibition: MgcRacGAP GTPase-activating activity inhibitors, confirmation, biochemical, ADP Hunter fluorescence. inhibition, % at 30 µM, or IC50 in µM where a hit was titrated. MgcRacGAP-stimulated Rac1 GTP hydrolysis, ADP Hunter fluorescence; higher % means a stronger effect; GST-tagged Rac1 F28L mutant substrate. 340,000 tested, 0.6% active;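 active = first-screen hits whose inhibition reached a set limit at any dose in the follow-up dose series; inconclusive = inhibition above the set first-screen limit but never retested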;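 note: fluorescence reports GDP produced by GAP-driven GTP hydrolysis; strong numbers were not always called active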
# T cell modulator vesicle-bound %: also measured in T cell modulator; calls as there; double positive events, %; measured here: CD8+ vesicle-bound cell fraction;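 binding gate set so that unloaded-vesicle control wells show 10% double positive cells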
# NTR1 agonist cell count 20 µM: second read-out of NTR1 agonist, no call of its own (marks repeat the call); cell count; measured here: cell count, cytotoxicity flag
# Myeloid diff 2 GFP+ MAC1+ %: recorded beside Myeloid diff 2, whose call it bears; GFP+ MAC1+ double positive, %; measured here: differentiation confirmed by MAC1 staining
# * = called active by the depositor; i = inactive; ? = inconclusive; . = not tested or not shown; [ ] = remark or other dose.
# Second line of a record: MgcRacGAP inhibition	NTR1 agonist cell count 20 µM	T cell modulator	T cell modulator vesicle-bound %	Myeloid diff 2 GFP+ MAC1+ %	TNAP activators	K1F lysis inhibition	Large T inhibition	Salmonella PhoP GFP	NTR1 agonist	Myeloid diff 2	RSV CPE inhibition
1: Cc1cc(Nc2ccc(Br)c(C)c2)n2nc(C)nc2n1
  7.2%	62	i	36.3	.	1.1	1.2%	16.0%	-7.4%	-0.8	?	1.6%
2: O=C1CC(C(=O)Nc2ccc(Br)cc2)S/C(=N\N=C\c2ccco2)N1 (centres undefined)
  -8.6%	54	i	29.9	0.8	.	-0.8%	12.7%	-4.5%	1.3	i	4.0%
3: Cc1ccc(Oc2cc(NN3CCCCC3)c([N+](=O)[O-])cc2[N+](=O)[O-])c(Cl)c1
  7.1%	51	i	33.9	1.0	.	-0.2%	13.5%	11.8%	1.3	i	0.8%
4: CC(=O)Nc1ccc(OCC(O)CN2CCN(c3cc(Cl)ccc3C)CC2)cc1 (centres undefined)
  -2.1%	75	i	21.3	1.4	1	-0.1%	4.2%	-1.2%	0.1	i	0.3%
5: Cc1ccc(-n2nnnc2-c2cnc3ccc(Cl)cc3c2-c2ccccc2)cc1
  9.8%	76	i	32.5	1.6	1	0.5%	1.6%	-0.3%	7.3	i	0.2%
6: O=C(c1ccco1)N1CCN(Cc2cc(=O)c(OCc3ccc(F)cc3)co2)CC1
  9.1%	67	i	33.6	0.4	.	0.9%[50 µM]	12.1%	-2.1%	0.2	i	1.4%
7: CNC(=O)c1ccccc1NC(=O)C1CC(=O)N(c2ccc(OC)cc2)C1 (centres undefined)
  -0.3%	65	i	36.2	0.5	1	0.0%	5.3%	9.5%	-1.7	i	2.4%
8: Cc1ccccc1-n1nc2c(c1NC(=O)c1ccc3c(c1)OCO3)CS(=O)(=O)C2
  3.9%	68	i	80.5	.	.	-0.2%	5.8%	2.6%	0.0	.	0.2%
9: COc1cc(/C=N/NC(=O)CC2(C)OCCO2)cc(Br)c1O
  14.9%	93	i	65.1	0.0	1.1	-0.5%	18.0%	-4.7%	1.9	i	0.7%
10: CCOP(=O)(OCC)C(NC(=O)Nc1ccc(Cl)c(Cl)c1)c1ccccc1 (centres undefined)
  5.5%	46	i	47.3	0.6	1.1	0.3%	2.1%	5.9%	0.9	i	3.9%
11: COc1ccccc1N(C)S(=O)(=O)c1ccc(C)c(C(=O)NC(C)c2ccccn2)c1 (centres undefined)
  4.2%	59	i	35.9	0.2	.	0.4%[50 µM]	.	.	-2.8	i	1.7%
12: CNS(=O)(=O)c1cccc(C(=O)NCC(c2ccco2)N(C)C)c1 (centres undefined)
  4.4%	58	i	18.8	0.4	.	0.2%	-4.1%	3.0%	-1.1	i	1.1%
13: c1coc(-c2nnc3sc(Cc4cccs4)nn23)c1
  ?	66	i	45.2	0.6	1.1	1.3%	66.1%	0.1%	-0.2	i	0.6%
14: CC(C)n1nnnc1SCC(=O)N1N=C(c2cccs2)CC1c1cccs1 (centres undefined)
  1.1%	68	i	11.2	1.3	.	-0.5%	.	.	0.5	i	3.0%
15: C=C(C)C1Cc2c(C)nn(-c3cccc4cccnc34)c2C1 (centres undefined)
  2.0%	72	i	35.0	0.2	.	0.2%	9.4%	-7.1%	1.3	i	11.9%
16: O=C(C1CCCO1)N1CCN(S(=O)(=O)c2cc(F)ccc2F)CC1 (centres undefined)
  3.5%	51	i	16.1	0.7	.	0.5%[50 µM]	2.8%	-5.6%	-0.3	i	0.1%
17: NC(=O)[C@@H]1CCCNc2c(I)cc([N+](=O)[O-])cc2C(=O)N[C@@H](Cc2ccccc2)C(=O)N[C@@H](Cc2cnc[nH]2)C(=O)N1
  5.3%	89	i	40.4	1.2	1.1	2.5%	15.7%	-3.7%	-2.6	i	1.4%
18: COc1ccc(NC(C)=O)cc1NC(=O)CSc1nnc(-c2ccccc2)n1N
  2.8%	65	i	36.6	0.7	1.1	0.3%[50 µM]	16.3%	-4.6%	-0.2	i	1.4%
19: COCc1cc(C)nc2sc(C(=O)Nc3ccccc3Br)c(N)c12
  10.0%	59	i	32.7	0.4	.	-0.2%	5.4%	8.1%	2.5	i	-1.0%
20: O=C(O)c1c(-c2ccccc2)nnc2ccccc12
  12.1%	62	i	51.8	0.6	.	0.2%	23.1%	-1.9%	-1.1	i	2.7%
21: COc1ccc(NC(=O)C2CC(c3ccccc3Cl)=NO2)cc1 (centres undefined)
  -1.1%	129	i	57.6	0.3	.	-0.8%	21.1%	-0.7%	-0.1	i	2.1%
22: N=C1C(c2ccccc2)=C(O)CN1c1cccc(O)c1
  3.7%	43	i	38.5	0.3	1.1	-0.8%	2.1%	2.5%	-0.2	i	-0.3%
23: COc1ccc(C2(CNC(=O)c3ccco3)CCOCC2)cc1
  -1.4%	69	i	23.5	0.9	1.1	-0.1%	10.2%	1.8%	-0.5	i	1.7%
24: Cc1ccc(NC(=O)COC(=O)c2cccnc2Cl)cc1S(=O)(=O)N1CCOCC1
  8.7%	68	i	56.6	1.5	.	0.6%[50 µM]	.	.	-0.7	i	.
25: CCOC(=O)c1c(C)nn(-c2ccc(NC(=O)/C=C/C(=O)O)cc2)c1C
  11.9%	46	i	23.0	0.2	.	0.6%	15.2%	.	-0.4	i	-0.4%
26: O=C1CN(C(=O)N[C@@H](Cc2ccccc2)C(=O)N[C@H](Cc2ccccc2)C(=O)O)c2ccccc2N1
  0.2%	96	i	22.0	2.8	.	3.2%	-10.4%	-7.1%	1.5	i	-0.6%
27: COc1ccc(/C=C/C(=O)Nc2cccc(F)c2)cc1S(=O)(=O)N1CCOCC1
  3.5%	77	i	42.5	0.2	1.1	-0.1%	-1.2%	3.8%	0.4	i	6.3%
28: COC(=O)c1cc(-c2cccs2)nn1-c1ccccc1
  11.4%	35	i	31.3	0.5	1.1	0.0%	12.0%	2.8%	0.4	i	-0.4%
29: CC(C)(C)n1ncc2c(=O)n(CC(=O)NC3CCCCC3)cnc21
  19.0%	44	i	10.0	0.7	1.1	1.5%	0.9%	-0.8%	-0.4	i	-0.7%
30: CN(C1CCCCC1)S(=O)(=O)c1ccc(Cl)c(C(=O)O)c1
  6.8%	95	i	29.5	3.6	1.1	0.0%	-0.4%	-3.8%	2.8	i	0.6%

# The last 2 records of the part before are carried over, then new ones follow:
# Second line of a record: MgcRacGAP inhibition	NTR1 agonist cell count 20 µM	T cell modulator	T cell modulator vesicle-bound %	Myeloid diff 2 GFP+ MAC1+ %	TNAP activators	K1F lysis inhibition	Large T inhibition	Salmonella PhoP GFP	NTR1 agonist	Myeloid diff 2	RSV CPE inhibition
29: CC(C)(C)n1ncc2c(=O)n(CC(=O)NC3CCCCC3)cnc21
  19.0%	44	i	10.0	0.7	1.1	1.5%	0.9%	-0.8%	-0.4	i	-0.7%
30: CN(C1CCCCC1)S(=O)(=O)c1ccc(Cl)c(C(=O)O)c1
  6.8%	95	i	29.5	3.6	1.1	0.0%	-0.4%	-3.8%	2.8	i	0.6%
31: COC(=O)CCc1sc(NC2CCCCC2)nc1-c1ccc(OC)cc1
  9.1%	65	i	8.0	0.7	1.1	0.8%[50 µM]	5.0%	2.6%	3.7	i	2.5%
32: CCN1CCN(C(=O)c2cc3c(OC)c(OC)c(OC)cc3[nH]2)CC1
  2.5%	101	i	44.5	0.3	.	0.0%	14.0%	.	0.1	i	0.7%
33: O=C(COC(=O)c1cccnc1Cl)Nc1ccccc1OC(F)F
  5.4%	48	i	19.1	0.7	1	-0.6%	10.3%	9.9%	2.3	i	-1.3%
34: Cc1cc(OCC(=O)OCC(=O)N2CC(C)CC(C)C2)ccc1Cl (centres undefined)
  4.8%	84	i	45.6	0.5	.	0.3%[50 µM]	.	.	-0.1	i	0.9%
35: Cc1c(C(=O)OCc2ccc(F)cc2)sc2nc3n(c(=O)c12)CCC3
  -5.2%	53	i	54.3	0.7	.	0.0%[50 µM]	9.3%	6.5%	4.3	i	-0.3%
36: Cc1ccc2ccccc2c1NC(=O)Cn1nnc(-c2cccnc2)n1
  1.5%	53	i	59.5	0.1	1.2	-2.1%	-0.5%	-7.1%	0.4	i	3.4%
37: Cc1cc(NC(=O)CCCS(=O)(=O)c2nc(-c3cccs3)cc(C(F)(F)F)n2)no1
  6.7%	95	i	42.8	.	1.1	-4.0%	22.4%	0.8%	15.7	.	-1.9%
38: CC(=O)c1sc2ccccc2c1OC(=O)c1ccco1
  26.1%	44	i	21.1	1.2	1.2	0.3%	6.5%	-4.9%	2.8	i	0.1%
39: COc1ccc(-c2nc(CS(=O)CC(=O)NCc3ccco3)c(C)o2)cc1OC (centres undefined)
  2.8%	70	i	49.0	6.3	1.1	4.1%	9.8%	1.7%	2.1	i	1.4%
40: Cc1ccc(-c2nnc(Nc3ccc(CC(N)=O)cc3)c3ccccc23)cc1S(=O)(=O)NCCO
  8.7%	58	i	55.1	0.4	.	0.3%	5.9%	3.5%	1.0	i	1.0%
41: COC(=O)CNc1nc(-c2cccnc2)nc2ccccc12
  12.5%	85	i	38.4	0.8	1.1	2.4%	5.0%	-1.6%	-3.0	i	4.0%
42: CC(=O)C1C(c2ccc(F)cc2)NC(=O)NC1(O)C(F)(F)F (centres undefined)
  -0.4%	69	i	0.1	0.7	1.1	0.2%[50 µM]	13.7%	-4.0%	-1.7	i	0.2%
43: Cn1c(N2CCOCC2)nc2c1c(=O)n(Cc1ccc(Cl)cc1)c(=O)n2C
  6.2%	55	i	18.4	2.3	.	-0.1%	.	.	2.7	i	15.3%

# Arranged by the number under TNAP activators (high to low): 3 from the list above
No. | SMILES | MgcRacGAP inhibition | T cell modulator | T cell modulator vesicle-bound % | Myeloid diff 2 GFP+ MAC1+ % | TNAP activators | Large T inhibition | Salmonella PhoP GFP | RSV CPE inhibition
38 | CC(=O)c1sc2ccccc2c1OC(=O)c1ccco1 | 26.1% | i | 21.1 | 1.2 | 1.2 | 6.5% | -4.9% | 0.1%
31 | COC(=O)CCc1sc(NC2CCCCC2)nc1-c1ccc(OC)cc1 | 9.1% | i | 8.0 | 0.7 | 1.1 | 5.0% | 2.6% | 2.5%
33 | O=C(COC(=O)c1cccnc1Cl)Nc1ccccc1OC(F)F | 5.4% | i | 19.1 | 0.7 | 1 | 10.3% | 9.9% | -1.3%
